# Screens as filed in PubChem.
# AHR act – activators of human aryl hydrocarbon receptor. P35869. AHR-responsive luciferase reporter cells, luminescence. activation, % at 5 µM. 2.5% of 320,000 active. AID 2796; in the data active means activation above about 47%;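 further: 0% = vehicle wells and 100% = reference agonist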
# Target sequence (P35869 whole entry, looked up): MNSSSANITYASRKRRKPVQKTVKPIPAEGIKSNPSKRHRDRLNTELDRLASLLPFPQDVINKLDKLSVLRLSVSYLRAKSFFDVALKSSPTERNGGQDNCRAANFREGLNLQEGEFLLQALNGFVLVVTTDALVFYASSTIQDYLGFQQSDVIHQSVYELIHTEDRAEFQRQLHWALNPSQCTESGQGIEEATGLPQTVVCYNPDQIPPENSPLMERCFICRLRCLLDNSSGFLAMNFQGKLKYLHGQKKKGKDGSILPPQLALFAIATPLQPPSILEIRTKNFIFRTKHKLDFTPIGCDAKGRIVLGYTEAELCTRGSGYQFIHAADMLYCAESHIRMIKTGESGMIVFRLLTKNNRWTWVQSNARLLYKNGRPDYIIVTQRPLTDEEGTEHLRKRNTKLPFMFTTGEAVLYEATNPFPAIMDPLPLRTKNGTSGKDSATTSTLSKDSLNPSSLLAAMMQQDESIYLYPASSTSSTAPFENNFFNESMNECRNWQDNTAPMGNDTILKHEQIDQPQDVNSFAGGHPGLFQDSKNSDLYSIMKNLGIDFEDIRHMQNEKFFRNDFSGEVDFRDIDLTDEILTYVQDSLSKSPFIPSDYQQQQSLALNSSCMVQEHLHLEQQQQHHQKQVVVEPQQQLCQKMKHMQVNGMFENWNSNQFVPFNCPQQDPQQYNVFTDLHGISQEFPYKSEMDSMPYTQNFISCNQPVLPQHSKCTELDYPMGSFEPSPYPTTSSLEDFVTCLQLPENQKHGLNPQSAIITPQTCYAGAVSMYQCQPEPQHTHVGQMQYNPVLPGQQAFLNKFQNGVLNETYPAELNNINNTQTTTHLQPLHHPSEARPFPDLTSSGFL
# MEP2 TOR yeast – alters MEP2-GFP fluorescence in TOR pathway yeast screen. S. cerevisiae MEP2-GFP strain, flow cytometry GFP, 3 h; 100% = DMSO control level. GFP response vs DMSO, % at 10 µM. 0.51% of 330,000 active. AID 2016;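 active means GFP response versus DMSO above a set limit, roughly screen mean plus 3 SD, cut at about 180% in these data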;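 further: median GFP fluorescence of the barcode-gated MEP2-GFP cells per well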
# LAP4-GFP MLPCN – modulators of TOR pathway LAP4-GFP in S. cerevisiae; S. cerevisiae LAP4-GFP multiplex, flow cytometry GFP, 3 h; median GFP as percent of DMSO wells; GFP response vs DMSO, % at 10 µM; 0.34% of 320,000 active; AID 2023;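 active means GFP response vs DMSO above a set limit, about the screen mean plus 3 SD, cut at about 150% in these data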
# GASC-1 inh – human JMJD2C demethylase inhibition. Q9H3R0. GST-JMJD2C(1-420) H3K9me3 demethylation, DELFIA europium. inhibition, % at 2.35 µM. 0.069% of 330,000 active. AID 2099;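 active means more than half of a compound's replicate wells show inhibition beyond 50%, single wells judged on their own value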;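 further: signal counts dimethyl H3K9 product captured on neutravidin plate; 0% = median of DMSO wells and 100% = 0.3 times that DMSO median; strong numbers were not always called active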
# RPL19A TOR yeast – yeast TOR pathway RPL19A-GFP modulation. S. cerevisiae RPL19A-GFP strain, flow cytometry, 3 h; stronger effect = lower value. percent response vs DMSO, % at 10 µM. 0.3% of 330,000 active. AID 2025;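 active means percent response vs DMSO below 50%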;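 further: median channel GFP fluorescence of the barcoded RPL19A-GFP strain; ratio of sample median GFP to plate DMSO average so 100% = DMSO; lower means less RPL19A-GFP as with rapamycin TOR inhibition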
# Yeast superoxide – caloric restriction mimetics inhibiting age-related superoxide in yeast. 0.18% of 330,000 active. superoxide response (% of plate mean), % at 10 µM. AID 2690. S. cerevisiae aged cells, superoxide DHE fluorescence; stronger effect = lower value;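 active means superoxide response under a set limit, about three screen SD below normal, cut at about 65% in these data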;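 further: yeast aged for seven days with compound at 30 °C before DHE staining; 100% = average MFI of all compound-treated wells on the plate with controls excluded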
# proCasp7 act – activates human procaspase-7, counter-screen for procaspase-3 activators. recombinant procaspase-7, Ac-DEVD-pNA absorbance 405 nm; D23A/D198A/D206A triple mutant, cannot self-cleave; scale: DMSO 0, 5 µM enzyme 100. activation, % at 8.5 µM. 0.093% of 330,000 active. AID 463210;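 active means percent activation above the screen-wide mean plus 3 SD, cut at about 25% in these data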
#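 signal = Epi-absorbance of released pNA at 405 nm, two timepoints | assay system = Uncleavable procaspase-7 mutant enzyme | reagent = Ac-DEVD-pNA substrate, 400 µM as added | times = 1 h enzyme–compound preincubation and 2 h substrate reaction, both 25 °C | benchmarks = low DMSO alone, high DMSO plus 5 µM PC-7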
# proCasp3 act – activates human procaspase-3; P42574; activation, % at 8.5 µM; recombinant procaspase-3 D3A, Ac-DEVD-pNA absorbance 405 nm; 0.11% of 330,000 active;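 active means activation above the mean of all tested compounds plus 3 SD, cut at about 21% in these data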;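 further: 0% = DMSO alone and 100% = DMSO wells spiked with extra 5 µM PC-3 D3A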
#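 Assay system: Autoprocessing-dead procaspase-3 D3A mutant enzyme; also added: Ac-DEVD-pNA; doses: one concentration, 8.5 µM nominal, 0.8% DMSO; times: 1 h compound preincubation, 2 h substrate hydrolysis at 25 °C; technique: 405 nm absorbance of p-nitroaniline, reads at 0 and 120 min; measure: % activation between DMSO and enzyme-spiked controls; repeats: single replicate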
# * = called active by the depositor.
SMILES,AHR act,MEP2 TOR yeast,LAP4-GFP MLPCN,GASC-1 inh,RPL19A TOR yeast,Yeast superoxide,proCasp7 act,proCasp3 act
O=[N+]([O-])c1cc([N+](=O)[O-])c(N2CCCCCC2)cc1NCCO,2,109,104,-3,96,104,11,7
COCc1nn2c(N)c(C#N)cnc2c1-c1ccccc1,9,106,106,9,100,103,4,4
CCN(C(=O)COC(=O)c1ccco1)c1c(N)n(Cc2ccccc2)c(=O)[nH]c1=O,1,96,103,-4,100,104,2,-5
CN(CC(=O)NC1CCCCCCC1)S(=O)(=O)c1cccc2cccnc12,4,94,91,11,99,96,5,-1
S=c1[nH]nc(COc2ccccc2)n1/N=C/c1cccnc1,7,105,98,4,98,114,-3,1
Cc1ccccc1OCc1nnc(SCC(=O)Nc2ccc3c(c2)OCO3)n1C,7,101,107,-2,100,106,9,-12
N=c1c(S(=O)(=O)c2ccc(Cl)cc2)cc2c(=O)n3ccccc3nc2n1CCN1CCOCC1,-1,86,92,1,91,102,-7,-7
CCOC(=O)N1CCN(C(=S)NC(=O)c2ccc(Br)cc2)CC1,3,101,102,-5,94,84,3,8
CN(C)c1ccc(/C=N/N(CCC#N)C2=NS(=O)(=O)c3ccccc32)cc1,46,96,102,10,103,100,8,-3
O=C(CCc1ccccc1)NNC(=O)c1ccccc1C(=O)O,3,96,91,24,97,99,6,-3
O=C(CCc1ccccn1)N1CCCC(Nc2ccc(F)cc2)C1 (stereo not given),2,106,91,8,105,95,4,-2
CCN(CCO)C(=O)CC1C(=O)NCCN1Cc1c(F)cccc1Cl (stereo not given),3,99,86,0,103,119,0,-1
Cc1ccc2cc(C)c3nnc(SCc4ccc(C(=O)O)cc4)n3c2c1C,2,85,100,-10,89,101,2,-3
COc1ccc(N(C(=O)c2ccco2)C(C(=O)NC2CCCC2)c2cc(OC)c(OC)c(OC)c2)cc1 (stereo not given),0,101,96,3,100,81,-2,1
Cc1cc(SCC(=O)Nc2ccccc2)nc(C)n1,1,100,102,-15,99,92,11,10
O=C1NC(=O)/C(=C/c2cccc3ccccc23)S1,1,95,110,1,102,105,-2,2
COC(CNC(=O)c1cccc(-n2c(=S)[nH]c3cc(Cl)ccc3c2=O)c1)OC,2,105,110,3,103,84,-4,5
Cc1ccc(N2CCCn3c2cc(C)c(C#N)c3=O)cc1C,-1,108,97,12,102,107,-23,4
O=C(Nc1cccc(S(=O)(=O)N2CCCCC2)c1)c1ccc2ccccc2n1,36,112,77,-2,107,130,-6,-7
O=C(c1cc(-c2ccccc2)nc2ccccc12)N1CCc2ccccc2C1,16,96,104,8,100,94,-8,2
O=C(O)Cc1ccc(O)cc1,0,109,106,7,101,90,3,3
O=C(Nc1cccc(S(=O)(=O)N2CCCCC2)c1)C1CC(=O)N(Cc2ccccc2)C1 (stereo not given),2,106,109,2,105,103,-1,3
Cc1ccc(/C=N/NC(=O)CSc2ccccn2)o1,17,94,102,-8,95,94,10,-1
O=C(NCC1CCCN1S(=O)(=O)c1cccs1)c1ccc(Cl)cc1 (stereo not given),6,99,103,-34,96,94,1,7
CCC1(CC)NC(=O)N(CC(=O)OC(C)C(=O)Nc2ccc(Cl)cn2)C1=O (stereo not given),2,101,102,15,100,100,1,4
O=C(Cc1ccc(Br)cc1)N/N=C/c1cccnc1,4,88,102,0,92,94,2,9
C/C(=N/N=C/c1ccc(N(C)C)cc1)c1ccccc1,4,103,104,-2,104,98,8,7
CCOc1ccccc1NC(=O)CN1CCC(NC(=O)Nc2ccccc2)CC1,1,103,103,2,103,88,-2,6
CCCNc1c(NC(=O)c2ccc3c(c2)OCO3)c(=O)oc2ccccc12,1,99,99,5,101,80,3,8
Nc1ccccc1NC(=O)NC(=O)c1ccccc1,5,103,95,-1,106,94,-6,-1

# Some of the entries so far, as labelled records:
O=C(NCC1CCCN1S(=O)(=O)c1cccs1)c1ccc(Cl)cc1 (stereo not given)
  AHR act: 6
  MEP2 TOR yeast: 99
  LAP4-GFP MLPCN: 103
  GASC-1 inh: -34
  RPL19A TOR yeast: 96
  Yeast superoxide: 94
  proCasp7 act: 1
  proCasp3 act: 7
CCC1(CC)NC(=O)N(CC(=O)OC(C)C(=O)Nc2ccc(Cl)cn2)C1=O (stereo not given)
  AHR act: 2
  MEP2 TOR yeast: 101
  LAP4-GFP MLPCN: 102
  GASC-1 inh: 15
  RPL19A TOR yeast: 100
  Yeast superoxide: 100
  proCasp7 act: 1
  proCasp3 act: 4
O=C(Cc1ccc(Br)cc1)N/N=C/c1cccnc1
  AHR act: 4
  MEP2 TOR yeast: 88
  LAP4-GFP MLPCN: 102
  GASC-1 inh: 0
  RPL19A TOR yeast: 92
  Yeast superoxide: 94
  proCasp7 act: 2
  proCasp3 act: 9
C/C(=N/N=C/c1ccc(N(C)C)cc1)c1ccccc1
  AHR act: 4
  MEP2 TOR yeast: 103
  LAP4-GFP MLPCN: 104
  GASC-1 inh: -2
  RPL19A TOR yeast: 104
  Yeast superoxide: 98
  proCasp7 act: 8
  proCasp3 act: 7

# The list goes on:
SMILES,AHR act,MEP2 TOR yeast,LAP4-GFP MLPCN,GASC-1 inh,RPL19A TOR yeast,Yeast superoxide,proCasp7 act,proCasp3 act
Cc1cccn2c(=O)c(/C=C(\C#N)S(=O)(=O)c3ccc(Cl)cc3)c(N3CCC(C(N)=O)CC3)nc12,-2,91,80,-1,94,102,-5,1
Cc1nnc2ccc(-c3cccc(NS(=O)(=O)c4ccccc4Cl)c3)nn12,7,97,94,-3,98,107,-2,1
CC1(C)CC(=O)C(C(=O)c2ccccc2)C(=O)C1,-1,99,90,4,105,107,2,-5
O=C(CCc1ccccc1)NNC(=O)Nc1ccc(Br)cc1,0,97,93,-3,98,105,-2,2
CN(C(=O)COC(=O)c1cc(-c2ccc(Cl)s2)nc2ccccc12)C1CCS(=O)(=O)C1 (stereo not given),1,90,105,3,99,102,14,5
COc1cccc(NC(=O)CCC2CCN(C(=O)c3cncs3)CC2)c1,0,104,107,2,103,122,1,6
NC(=O)C1CCN(C2=C(NS(=O)(=O)c3ccc(Br)cc3)C(=O)c3ccccc3C2=O)CC1,6,95,91,5,99,231,-9,-4
CCOC(=O)C1CCN(C(=O)C2COc3ccccc3O2)CC1 (stereo not given),-2,102,94,1,104,82,-2,4
O=S(=O)(c1cccc(-c2csc(-c3cccnc3)n2)c1)N1CCCCC1,47,100,105,-66,105,125,5,-3
COc1ccc(C(C)=NNc2ccc([N+](=O)[O-])cc2S(=O)(=O)Nc2ccccc2C(=O)O)c(OC)c1,0,107,103,2,100,93,-4,-6

# Quoted at random: two entries already listed
SMILES,AHR act,MEP2 TOR yeast,LAP4-GFP MLPCN,GASC-1 inh,RPL19A TOR yeast,Yeast superoxide,proCasp7 act,proCasp3 act
CCN(C(=O)COC(=O)c1ccco1)c1c(N)n(Cc2ccccc2)c(=O)[nH]c1=O,1,96,103,-4,100,104,2,-5
CCOc1ccccc1NC(=O)CN1CCC(NC(=O)Nc2ccccc2)CC1,1,103,103,2,103,88,-2,6

# (more compounds)
SMILES,AHR act,MEP2 TOR yeast,LAP4-GFP MLPCN,GASC-1 inh,RPL19A TOR yeast,Yeast superoxide,proCasp7 act,proCasp3 act
Cc1ccc(OCC(=O)N/N=C/c2ccncc2)cc1C,11,91,91,-1,97,108,-8,-5
CC(=O)Nc1ccc(NC(=O)C(C)OC(=O)/C=C/c2cccs2)cc1 (stereo not given),2,99,102,-11,97,102,11,-7
COc1cccc(CNC(=O)COC(=O)CCCNC(=O)c2ccc(Cl)cc2)c1,-3,104,103,1,92,99,2,10
CCN(CC)S(=O)(=O)c1ccc(NC(=O)c2cnc(C)cn2)cc1,-2,107,96,2,102,87,4,11
CC(=O)c1ccc(N2CCN(S(=O)(=O)c3cc(-c4cc(C)no4)ccc3C(C)C)CC2)cc1,3,99,95,-3,99,102,-1,0
S=C(NCc1ccco1)Nc1ccc(N2CCOCC2)cc1,1,90,92,6,98,93,-1,-1
Cc1nc2ccccc2c(=O)n1CCc1ccccc1,51*,98,103,-3,97,86,-1,-1
O=S(=O)(Nc1cccnc1)c1ccc(C2CCCCC2)cc1,6,96,94,5,101,91,4,7
CCOCC(=O)Nc1c(C(=O)OCC)oc2ccccc12,68*,100,99,4,96,87,6,3
COC(=O)c1cc(CNC(=O)c2cccc(Cl)c2Cl)ccc1OC,-2,103,98,2,103,101,3,1

# Complete entries from above. Values in the order: AHR act | MEP2 TOR yeast | LAP4-GFP MLPCN | GASC-1 inh | RPL19A TOR yeast | Yeast superoxide | proCasp7 act | proCasp3 act
# Record of `COC(=O)c1cc(CNC(=O)c2cccc(Cl)c2Cl)ccc1OC` → -2 | 103 | 98 | 2 | 103 | 101 | 3 | 1
# Record of `S=C(NCc1ccco1)Nc1ccc(N2CCOCC2)cc1` → 1 | 90 | 92 | 6 | 98 | 93 | -1 | -1

# More records
SMILES,AHR act,MEP2 TOR yeast,LAP4-GFP MLPCN,GASC-1 inh,RPL19A TOR yeast,Yeast superoxide,proCasp7 act,proCasp3 act
CC(C)N(c1ccccc1)c1ccc(NC(=O)C2CCCO2)cc1 (stereo not given),0,104,107,-2,104,92,-1,5
O=C(NCc1nc2ccccc2[nH]1)C1=C[C@H](c2ccc(C(F)(F)F)cc2)C[C@H](OCc2ccc(CO)cc2)O1,21,98,131,7,98,102,5,-3
Cc1ccc(N(C(=O)c2snc(C(N)=O)c2N)C(C(=O)NC2CCCC2)c2ccc(C)o2)cc1 (stereo not given),7,108,96,4,105,94,-4,15
Cn1c(NC(=O)Cc2ccc(F)cc2)cc(=O)n(C)c1=O,-3,95,94,-23,95,94,1,11
O=C(O)c1cn(CCOc2ccccc2Cl)c2ccccc12,2,93,104,-2,96,78,14,5
O=C(Nc1cccnc1)c1ccccc1Cl,1,94,81,-17,91,103,1,-5
O=C(N/N=C/c1ccc(OCc2ccc(F)cc2)cc1)c1ccccc1,5,104,101,8,101,107,4,3
CSc1nc(C)c(CCOC(=O)c2cccc(Cl)c2)c(=O)[nH]1,-1,102,100,7,101,96,0,0
Cc1ccc(C(=O)Nc2ccccc2NC(=O)c2ccc(C)o2)o1,2,103,100,-11,99,105,-2,-3
O=C(O)CC1(CC(=O)Nc2ccccc2C(=O)c2ccccc2)CCCC1,1,94,89,20,91,115,0,-1
O=C(Nc1ccc(C(=O)O)cc1)/C(=C\c1ccccc1)NC(=O)c1ccc(Br)cc1,-2,98,90,4,97,100,12,-2
C=CCn1c(=NC(=O)CN2C(=O)CCC2=O)sc2cccc(OC)c21,20,99,108,-5,102,100,12,-3
Cc1nc2ccc(NS(=O)(=O)c3c(F)cccc3F)cc2s1,3,108,92,-5,100,116,-3,1
Cc1cc(C)n(C(=O)CN2C(=O)COc3ccccc32)n1,4,101,98,6,99,104,-5,3
